S-ASM inh – human S-ASM enzyme inhibition. P17405. placental ASM, HMU-PC fluorogenic substrate, 60 min. hit rate 0.006% among 340,000. Potency, µM (series often up to 57.5 µM), for inactives: at the highest dose activity change, negative = inhibition, actives largely listed as inhibitors. AID 504937; further: potency means the concentration at half of the fitted maximal effect
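Human placenta-derived ASM preincubated with compound 10 min at room temperature, then reacted with 9 uM (final) fluorogenic HMU-PC substrate for 60 min at 37 C. Stop solution raises pH to 10; fluorescence read at Ex 386/Em 447 nm.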
GALK inhibitor – inhibitors of human galactokinase | P51570 | Purified GALK, Kinase-Glo residual ATP luminescence | Potency, µM (titrated, usually from 57.5 µM), for the others: at the top dose activity change, negative = inhibition, hits mostly inhibitors | hit rate 0.007% among 270,000; further: potency means the concentration at half of the fitted maximal effect; on the % scale 0 is the no-effect control and ±100 the full control effect
Target sequence (P51570 whole entry, looked up): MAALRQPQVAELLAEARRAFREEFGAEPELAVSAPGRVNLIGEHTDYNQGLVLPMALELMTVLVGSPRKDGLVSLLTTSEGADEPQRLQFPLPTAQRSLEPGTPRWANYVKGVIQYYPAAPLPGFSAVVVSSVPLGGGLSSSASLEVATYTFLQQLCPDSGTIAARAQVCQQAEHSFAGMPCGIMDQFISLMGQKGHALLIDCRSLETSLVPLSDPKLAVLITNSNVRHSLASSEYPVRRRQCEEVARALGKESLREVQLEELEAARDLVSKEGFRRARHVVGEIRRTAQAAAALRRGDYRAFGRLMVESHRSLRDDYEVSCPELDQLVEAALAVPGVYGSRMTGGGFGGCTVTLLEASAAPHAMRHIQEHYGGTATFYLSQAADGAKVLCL
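GALK at 5 nM final was combined with compound, 35 uM ATP and 100 uM galactose in HEPES pH8.0 with MgCl2 and DTT. The reaction ran one hour at room temperature before luminescent ATP detection.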
TRPV1 agonist – activates the human vanilloid receptor TRPV1; Q8NER1; TRPV1-expressing cells, Fluo-8 calcium influx, agonist mode; activation, % at 8.33 µM; hit rate 0.19% among 320,000; AID 540275; in the data active means activation above about 80%; inconclusive means between about 30% and that limit; further: 0% is about no effect
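Cells expressing TRPV1 were dye-loaded with Fluo-8 and read kinetically: 10 s baseline, 3 min after compound (agonist portion), then 2 min after EC20 capsaicin (allosteric enhancer portion). Calcium-bound dye fluorescence at 480/520 nm.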
hERG WT inh – KCNH2 (human, wildtype) channel inhibition | Q12809 | U2OS, BacMam KCNH2, thallium flux FluxOr; hits give low values | activity change, % at 1.84 µM | hit rate 0.37% among 340,000;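 active means maximum activity change below -70%; inconclusive means maximum activity change between -70% and -50%; inactive means maximum activity change above -50%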; further: on the % scale 0 is the no-effect control and ±100 the full control effect
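U2OS cells were transduced with wild-type KCNH2 virus (2.03 x 10^8 / mL) for 4 h at room temperature, then cultured overnight at 37 C. Thallium flux was read with FluxOr dye. Rate constants were normalized to DMSO controls.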
Coupling enz – inhibits coupling enzyme system, counter-screen for aldolase hits; coupling enzyme system counterscreen, AmpLite Red fluorescence; activity change, negative = inhibition, % at 58.2 µM, hits read low; hit rate 0.67% among 290,000; AID 2472; in the data active means activity change below about -30%; further: on the % scale 0 is the no-effect control and ±100 the full control effect
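Counterscreen of the coupled detection system alone, without aldolase: glyceraldehyde-3-phosphate coupling enzymes plus AmpLite Red readout. Compounds at 57.5 uM final, 10 min RT preincubation, 20 min RT reaction, fluorescence 525/598 nm.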
AT treatment – potential ataxia-telangiectasia treatment; hit rate 0.19% among 320,000; Potency, µM (series often up to 57.5 µM), for the others: at the highest dose activation, most hits filed as activators; […] A-T fibroblasts, KAP-1 phosphorylation AlphaLISA; neocarzinostatin DNA damage 30 min before lysis; further: potency means the concentration at half of the fitted maximal effect; % of control where 0% means no effect; nearly all actives have a fitted effect of over 45% in size
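ATM-like activity read as KAP-1 phosphorylation via AlphaLISA donor/acceptor antibody pairs after lysis and 6 hr at 25C. Cells were ATM-null patient fibroblasts ([…], hTERT), dosed 60 min, then exposed to the DSB inducer NCS for 30 min.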
CXXC DNA block – inhibitors of human MLL CXXC domain-DNA interaction; MLL-CXXC / FITC-HOXA9 DNA fluorescence polarization; Potency, µM (doses to about 115 µM), inactives show top-dose activity change, negative = inhibition, actives largely listed as inhibitors; hit rate 0.037% among 290,000; AID 2662; active means well fitted inhibition curve with a large enough effect in the polarisation, with a control signal flat, not every such curve was filed as active; inconclusive means small, poorly fitted or top-dose-only effect, or effect the other way, or a change in a side signal; inactive means no such curve, though single readings can be large or run the other way; the % refers to the polarisation; further: potency means the concentration at half of the fitted maximal effect
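Purified MLL-CXXC (added from a 7 uM solution) was preincubated 5 min at ambient with pinned compounds in 50 mM Tris-HCl pH 7.5, 50 mM NaCl, 1 mM DTT, 0.05% BSA. Fluorescein-labeled HOX-A9 DNA (50 nM solution) followed, 30 min, then polarization read.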
a7 integrin act – activators of alpha7 integrin expression for muscular dystrophy; alpha7betagal myoblasts, beta-gal FDG fluorescence, 48 h; Potency, µM (series often up to 38.3 µM), for the others: at the top dose activation, most hits filed as activators; hit rate 0.064% among 350,000; AID 624291;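 further: potency means the concentration at half of the fitted maximal effect; 100% = response of the positive control SU9516; nearly all actives have a fitted effect of over 60% in size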
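alpha7betagal+/- myoblasts (passage 13, 250/well) treated 48 h at 37C with compounds at 1:260 dilution of DMSO stock. Lysed, then beta-galactosidase activity read as FDG fluorescence (ex 480/em 540) after 30 min, with pre-read for autofluorescence.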
MBNL1-CUG inh – blocks human MBNL1 binding to CUG repeat RNA. Q9NR56. TR-FRET MBNL1-His/biotin-(CUG)12 binding, 665/545 ratio. hit rate 0.036% among 280,000. Potency, µM (doses to about 57.5 µM), inactives show at the highest dose activity change, negative = inhibition, actives largely listed as inhibitors; active means well fitted inhibition curve with a large enough effect in the signal ratio, with a control signal flat, not every such curve was filed as active; inconclusive means small, poorly fitted or top-dose-only effect, or effect the other way, or a change in a side signal; inactive means no such curve, though single readings can be large or run the other way; the % refers to the signal ratio; further: potency means the concentration at half of the fitted maximal effect; on the % scale 0 is the no-effect control and ±100 the full control effect
Target sequence (Q9NR56 whole entry, looked up): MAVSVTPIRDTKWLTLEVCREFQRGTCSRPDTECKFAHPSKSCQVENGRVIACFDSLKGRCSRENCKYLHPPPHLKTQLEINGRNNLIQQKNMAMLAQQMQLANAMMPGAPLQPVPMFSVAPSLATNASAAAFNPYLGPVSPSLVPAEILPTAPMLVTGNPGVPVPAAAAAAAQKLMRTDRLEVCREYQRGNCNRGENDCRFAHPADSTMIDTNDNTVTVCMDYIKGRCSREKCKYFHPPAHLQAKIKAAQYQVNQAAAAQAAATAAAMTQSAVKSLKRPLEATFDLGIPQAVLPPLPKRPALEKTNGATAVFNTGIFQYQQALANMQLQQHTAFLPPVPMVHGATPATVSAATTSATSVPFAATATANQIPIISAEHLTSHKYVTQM
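TR-FRET between His-tagged MBNL1 and biotin-(CUG)12 RNA, detected with Tb anti-His antibody (0.055 ng/ul) and streptavidin-XL665 (5 nM), 60 min at room temperature. Compounds titrated 92 nM to 58 uM; 665/545 nm ratio normalized to buffer and complex controls.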
KCNH2 3.1 inh – KCNH2 3.1 (human) potassium channel inhibition | U2OS KCNH2 3.1, thallium flux FluxOr; hits give low values | activity change, % (tested at about 1.8 µM) | hit rate 0.95% among 340,000;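 active means maximum activity change below -70%; inconclusive means maximum activity change from -70% to -50%; inactive means maximum activity change above -50%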;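 further: thallium influx rate constant from kinetic fluorescence after stimulation buffer; on the % scale 0 is the no-effect control and ±100 the full control effect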
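Channel expression came from 3.1 mutant virus (1.77 x 10^8 /mL) applied to suspended U2OS cells for 4 h. Flux was tracked with FluxOr dye plus Red40 quencher, and kinetic rate constants normalized to controls.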
* hit, by the source's call; & = joins results of further samples; [ ] = remark or other dose. Unless noted, the call rests on the fitted dose curve; in most records, active means well fitted curve in the direction sought with a large enough effect; inconclusive means small, poorly fitted or top-dose-only effect, or another doubt; inactive means no such curve, though single readings can be large; an effect the other way counts as inactive or inconclusive.

How did CCCCOc1ccc(CN(CCO)CCO)cc1[N+](=O)[O-] do in these assays?
S-ASM inh: 2.3%; GALK inhibitor: -0.2%; TRPV1 agonist: 8.0; hERG WT inh: -2.9; Coupling enz: 1.0; AT treatment: -12.1%; CXXC DNA block: -4.4%; a7 integrin act: 19.5%; MBNL1-CUG inh: 22.8%; KCNH2 3.1 inh: 10.2

How did COc1ccc2oc(=O)c(/C(N)=N/NC(=O)c3ccncc3)cc2c1 do in these assays?
S-ASM inh: 1.9%; GALK inhibitor: 16.7%; TRPV1 agonist: 3.2; hERG WT inh: -7.1; Coupling enz: -0.7; AT treatment: 9.0%; CXXC DNA block: -6.4%; a7 integrin act: 28.2%; MBNL1-CUG inh: inconclusive; KCNH2 3.1 inh: -5.1

What do the screens show for `COC(=O)c1sc(NC(=S)NC(=O)c2cccc(Br)c2)nc1C`?
S-ASM inh: 2.8%; GALK inhibitor: 5.1%; TRPV1 agonist: -1.6; hERG WT inh: 3.7; Coupling enz: -1.9; AT treatment: -0.4%; CXXC DNA block: -19.4%; a7 integrin act: -6.6%; MBNL1-CUG inh: 15.0%; KCNH2 3.1 inh: -14.6

What do the screens show for `CC(Oc1ccc([N+](=O)[O-])cc1Cl)C(=O)Nc1ccc(C(N)=O)cc1` (stereo not drawn)?
S-ASM inh: 308.0%; GALK inhibitor: 0.9%; TRPV1 agonist: -5.0; hERG WT inh: 0.3; Coupling enz: -0.4; AT treatment: 7.2%; CXXC DNA block: -8.9%; a7 integrin act: -5.4%; MBNL1-CUG inh: inconclusive; KCNH2 3.1 inh: 1.7

What do the screens show for `Cc1nn(CC(=O)NCC(C)c2ccccc2)c(=O)c2cc3occc3n12` (stereo not drawn)?
S-ASM inh: -1.2%; GALK inhibitor: -2.6%; TRPV1 agonist: 0.0; hERG WT inh: 2.3; AT treatment: 18.6%; CXXC DNA block: -1.1%; a7 integrin act: -20.8%; MBNL1-CUG inh: -2.4%; KCNH2 3.1 inh: 1.7

What do the screens show for `O=C(CSc1n[nH]c(-c2cccnc2)n1)Nc1ccc(Cl)cc1`?
S-ASM inh: -0.7%; GALK inhibitor: -1.9%; TRPV1 agonist: 1.9; hERG WT inh: -7.3; Coupling enz: 2.6; AT treatment: 7.3%; CXXC DNA block: 4.2%; a7 integrin act: 16.3%; MBNL1-CUG inh: -5.5%; KCNH2 3.1 inh: -3.6

How did COc1cc(OC)c2c(-c3ccccc3)cc(=O)oc2c1C(CC(=O)N1CCN(c2ccccc2)CC1)c1ccc(N(C)C)cc1 (stereo not drawn) do in these assays?
S-ASM inh: -4.1%; GALK inhibitor: 1.6%; TRPV1 agonist: -2.0; Coupling enz: -0.1&0.2; AT treatment: -5.4%; CXXC DNA block: -1.4%; a7 integrin act: -15.5%; MBNL1-CUG inh: 2.1%

What do the screens show for `CC1CN(C(=O)COC(=O)c2cc(Cl)ccc2[N+](=O)[O-])CC(C)O1` (stereo not drawn)?
S-ASM inh: 1.5%; GALK inhibitor: 0.3%; TRPV1 agonist: 0.5; hERG WT inh: 2.0; Coupling enz: -0.2; AT treatment: -1.6%; CXXC DNA block: -1.2%; a7 integrin act: 1.5%; MBNL1-CUG inh: inconclusive; KCNH2 3.1 inh: 18.0

What do the screens show for `COC(=O)C1CC(O)CN1S(=O)(=O)c1ccc2ccccc2c1` (stereo not drawn)?
S-ASM inh: 1.1%; TRPV1 agonist: -3.5; hERG WT inh: -3.1; AT treatment: 1.5%; a7 integrin act: inconclusive; KCNH2 3.1 inh: -3.6

Results for O=C(Nc1cccc(S(=O)(=O)N2CCCCC2)c1)C1CCN(C(=O)c2ccc(Cl)cc2)CC1 ?
S-ASM inh: -0.2%; TRPV1 agonist: -1.5; hERG WT inh: 11.4; AT treatment: 0.8%; a7 integrin act: -16.2%; KCNH2 3.1 inh: -9.3

How did C[C@@H]1COC(=O)[C@H](Cc2ccc(F)cc2)CC/C=C/C[C@@H](CC(=O)N[C@H](CO)Cc2ccccc2)C(=O)N1 do in these assays?
S-ASM inh: -4.9%; hERG WT inh: -2.6; AT treatment: -8.7%; a7 integrin act: -37.0%; KCNH2 3.1 inh: -1.9

Results for O=C(c1ccco1)N1C(=O)c2cccc3c(S(=O)(=O)N4CCCC4)ccc1c23 ?
S-ASM inh: 130.0%[activator]; GALK inhibitor: 2.4%; TRPV1 agonist: 1.6; hERG WT inh: 1.6; Coupling enz: -1.2; AT treatment: -3.4%; CXXC DNA block: 204.1%[activator]; a7 integrin act: 3.4%; MBNL1-CUG inh: -0.6%; KCNH2 3.1 inh: -0.5

Results for O=C(c1cc(-c2ccc(O)cc2)on1)N1CCOCC1 ?
S-ASM inh: -0.6%; GALK inhibitor: 0.4%; TRPV1 agonist: 0.3; hERG WT inh: 6.6; Coupling enz: 1.0; AT treatment: 6.8%; CXXC DNA block: 4.7%; a7 integrin act: 5.1%; MBNL1-CUG inh: -1.0%; KCNH2 3.1 inh: 0.4

What do the screens show for `O=C(O/N=C(\c1ccccc1)c1ccncc1)c1ccccc1Cl`?
S-ASM inh: 15.6%; GALK inhibitor: -0.8%; TRPV1 agonist: 14.6; hERG WT inh: -8.8; Coupling enz: -2.8; AT treatment: 4.3%; CXXC DNA block: 8.0%; a7 integrin act: 14.5%; MBNL1-CUG inh: -2.3%; KCNH2 3.1 inh: 2.7

How did CCn1c(/C=C/c2c[nH]c3ccccc23)nc2ccccc2c1=O do in these assays?
S-ASM inh: 21.0%; GALK inhibitor: -4.3%; TRPV1 agonist: 1.9; hERG WT inh: 1.6; Coupling enz: 0.4; AT treatment: -1.1%; CXXC DNA block: 1.9%; a7 integrin act: 5.1%; MBNL1-CUG inh: -22.8%; KCNH2 3.1 inh: -8.0

What do the screens show for `COc1ccc(CCNC(=O)C2CCCN(S(=O)(=O)c3ccc(F)cc3)C2)cc1OC` (stereo not drawn)?
S-ASM inh: 2.1%; GALK inhibitor: 3.8%; TRPV1 agonist: -3.8; hERG WT inh: 0.2; AT treatment: 9.3%; CXXC DNA block: -0.7%; a7 integrin act: -8.7%; MBNL1-CUG inh: 0.1%

What do the screens show for `Cc1[nH]n(-c2ccc([N+](=O)[O-])cc2)c(=O)c1C=NCCN1CCN(C(=O)c2ccc(F)cc2)CC1`?
S-ASM inh: 0.7%; GALK inhibitor: -0.6%; TRPV1 agonist: 0.8; hERG WT inh: 1.4; Coupling enz: 4.6; AT treatment: 3.6%; CXXC DNA block: 14.9%; a7 integrin act: -3.9%; MBNL1-CUG inh: 17.8%; KCNH2 3.1 inh: -16.0

How did COCCNC(=O)c1onc(CSc2ccc(Cl)cc2)c1C(=O)O do in these assays?
S-ASM inh: 4.9%; GALK inhibitor: 0.4%; TRPV1 agonist: 2.2; hERG WT inh: -2.1; Coupling enz: 11.8; AT treatment: 5.5%; CXXC DNA block: -8.0%; a7 integrin act: -9.3%; MBNL1-CUG inh: -10.8%; KCNH2 3.1 inh: 5.1

Results for CN(CC(=O)NC(=O)NCc1ccccc1)CC(=O)Nc1ccc(Cl)c(C(F)(F)F)c1 ?
S-ASM inh: -9.1%; TRPV1 agonist: -0.7; hERG WT inh: 1.0; AT treatment: -4.1%; a7 integrin act: -53.7%[inhibitor]; KCNH2 3.1 inh: 13.6

What do the screens show for `O=C(/C=C/c1ccccc1[N+](=O)[O-])Nc1ccccc1`?
S-ASM inh: -1.0%; GALK inhibitor: 7.5%; TRPV1 agonist: inconclusive; hERG WT inh: -9.4; Coupling enz: 0.5; AT treatment: 2.6%; CXXC DNA block: 5.0%; a7 integrin act: 3.1%; MBNL1-CUG inh: inconclusive; KCNH2 3.1 inh: 0.8

How did CCc1cc(OCCN(C)C)ccc1Cl do in these assays?
S-ASM inh: -0.3%; GALK inhibitor: 1.5%; TRPV1 agonist: 0.3; hERG WT inh: 0.8; Coupling enz: 0.2; AT treatment: -1.9%; CXXC DNA block: 5.3%; a7 integrin act: 5.5%; MBNL1-CUG inh: -7.0%; KCNH2 3.1 inh: 3.0

Results for O=C1CSC(c2ccccc2[N+](=O)[O-])N1c1ccccc1 (stereo not drawn) ?
S-ASM inh: -5.4%; GALK inhibitor: 6.0%; TRPV1 agonist: -0.2; hERG WT inh: -7.6; Coupling enz: -0.3; AT treatment: -1.3%; CXXC DNA block: 21.1%; a7 integrin act: -12.0%; MBNL1-CUG inh: 14.3%; KCNH2 3.1 inh: 15.5

Bioassay records as filed in PubChem BioAssay.
